# Screens deposited in PubChem by National Center for Advancing Translational Sciences (NCATS).
# PTAP TSG101 blk: blocks PTAP/TSG101 interaction to inhibit HIV-1 budding. Fluorescence polarization, FITC-PTAP peptide / Tsg101 binding. Q99816. Potency, µM (doses to about 115 µM), for the others: top-dose activity change, negative = inhibition, hits mostly inhibitors. 340,000 tested, under 10 active; active means well fitted inhibition curve with a large enough effect in the main read-out, with a control signal flat, not every such curve was filed as active; inconclusive means small, poorly fitted or top-dose-only effect, or effect the other way, or a change in a side signal; inactive means no such curve, though single readings can be large or run the other way; further: potency means the concentration at half of the fitted maximal effect; % of control where 0% means no effect
# Target sequence (Q99816 whole entry, looked up): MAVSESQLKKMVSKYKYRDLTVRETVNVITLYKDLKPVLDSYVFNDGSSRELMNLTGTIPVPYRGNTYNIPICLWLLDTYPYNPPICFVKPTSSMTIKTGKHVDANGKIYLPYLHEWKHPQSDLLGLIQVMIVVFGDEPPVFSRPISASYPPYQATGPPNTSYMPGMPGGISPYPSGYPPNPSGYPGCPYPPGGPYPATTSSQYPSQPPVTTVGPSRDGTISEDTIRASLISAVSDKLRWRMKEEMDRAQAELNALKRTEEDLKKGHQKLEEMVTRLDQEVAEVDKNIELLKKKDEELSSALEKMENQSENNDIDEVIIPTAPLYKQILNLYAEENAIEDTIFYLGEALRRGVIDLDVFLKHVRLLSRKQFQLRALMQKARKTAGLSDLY
#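 Tsg101 binding domain (10 uM final) was mixed with compound and a FITC-labeled PTAP peptide (50 nM final) in HEPES pH 7.5 buffer with NaCl, Tween 20, EDTA and TCEP; fluorescence polarization was read after 20 min at r.t.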
# Mito fusion yeast: inhibitors of mitochondrial division or activators of mitochondrial fusion; Potency, µM (doses to about 46.1 µM), without a hit: at the highest dose growth rescue (activation), hits mostly activators; S. cerevisiae fusion-defective mutant growth rescue, CellTiterGlo 48 h; AID 485298; 0.23% of 320,000 active;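 further: potency means the concentration at half of the fitted maximal effect; % of control where 0% means no effect; nearly all actives have a fitted effect of over 45% in size; temperature-sensitive fusion mutants such as fzo1-1 at 37 °C on non-fermentable ethanol glycerol medium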
#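 Compounds are tested for their ability to restore growth of mitochondrial fusion-defective yeast strains at non-permissive 37C in YPEG medium over 48 hours. Viability is quantified by luciferase luminescence.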
# ELG1 repair inh: inhibitors of ELG1-dependent DNA repair in HEK293T cells; Potency, µM (doses to about 46.1 µM), for inactives: top-dose activity change, negative = inhibition, hits mostly inhibitors; 2.3% of 330,000 active; HEK293T ELG1-luciferase reporter, luminescence, 16 h; DNA damage induced by 5-fluorouridine; further: potency means the concentration at half of the fitted maximal effect; on the % scale 0 is the no-effect control and ±100 the full control effect; nearly all actives have a fitted effect of over 55% in size
#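 Luminescence from the luciferase reporter, measured 30 min after ONE-Glo reagent at room temperature, was the read-out. Beforehand, 2,000 cells per well were exposed for 16 hr at 37 °C to 5-fluorouridine together with compound or vehicle.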
# Tb PFK block: blocks T. brucei phosphofructokinase | O15648 | T. brucei PFK, ADP-Glo luminescence | Potency, µM (top dose mostly 57.5 µM), for inactives: top-dose activity, negative = inhibition, actives largely listed as inhibitors | 0.17% of 330,000 active;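 further: potency means the concentration at half of the fitted maximal effect; 0% = uninhibited 1x PFK enzyme wells and -100% = no-enzyme wells; nearly all actives have a fitted effect of over 60% in size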
#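 Activity is normalized to no-enzyme wells (full inhibition) and 1.25 nM enzyme wells (no inhibition). Reaction: 0.5 mM F6P, 0.1 mM ATP, 45 min RT, ADP-Glo luminescence; concentration-response curves fitted and classed by quality.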
# Eya2 phos inh: Eya2 (human) phosphatase inhibition; O00167; recombinant Eya2, OMFP fluorescence dephosphorylation (OMFP is methylfluorescein phosphate); Potency, µM (highest dose often 76.9 µM), for the others: at the top dose activity, negative = inhibition, hits mostly inhibitors; 0.006% of 330,000 active; AID 488837; further: potency means the concentration at half of the fitted maximal effect; on the % scale 0 is the no-effect control and ±100 the full control effect
#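 Eya2 (0.2 uM) preincubated 10 min at ambient with compound, then OMFP substrate added at 50 uM; 10 min reaction in 50 mM HEPES pH 7.5, 50 mM NaCl, 5 uM MgCl2, 0.05% BSA, 1 mM DTT. Fluorescence read at Ex 485/Em 525 nm.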
# a7 integrin act: activates integrin-mediated alleviation for muscular dystrophy. alpha7betagal myoblasts, beta-gal FDG fluorescence, 48 h. 0.064% of 350,000 active. Potency, µM (top dose mostly 38.3 µM), for inactives: top-dose activation, hits mostly activators. AID 624291;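 further: potency means the concentration at half of the fitted maximal effect; 100% = response of the positive control SU9516; nearly all actives have a fitted effect of over 60% in size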
#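 alpha7betagal+/- myoblasts (passage 13, 250/well) treated 48 h at 37C with compounds at 1:260 dilution of DMSO stock. Lysed, then beta-galactosidase activity read as FDG fluorescence (ex 480/em 540) after 30 min, with pre-read for autofluorescence.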
# A-T KAP1 phos: potential ataxia-telangiectasia treatments restoring KAP-1 phosphorylation; […] A-T fibroblasts, KAP-1 phosphorylation AlphaLISA; neocarzinostatin DNA damage 30 min before lysis; Potency, µM (titrated, usually from 57.5 µM), inactives show at the top dose activation, actives largely listed as activators; 0.19% of 320,000 active; further: potency means the concentration at half of the fitted maximal effect; % of control where 0% means no effect; nearly all actives have a fitted effect of over 45% in size
#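 ATM-like activity read as KAP-1 phosphorylation via AlphaLISA donor/acceptor antibody pairs after lysis and 6 hr at 25C. Cells were ATM-null patient fibroblasts ([…], hTERT), dosed 60 min, then exposed to the DSB inducer NCS for 30 min.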
# TCR act: activates T cell receptor signaling; Potency, µM (doses to about 9.22 µM), without a hit: at the highest dose activation of IL-2 secretion, usual class: activators; 330,000 tested, under 10 active; primary human leukocytes, anti-CD3, IL-2 HTRF, 48 h; AID 504894; further: % of control where 0% means no effect
#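 Using a-CD3 beads without co-stimulation, primary human leukocytes were exposed to compounds for 48 hr. An HTRF IL-2 kit measured the cytokine, with europium-to-d2 energy transfer producing emission at 665nm upon 320nm excitation.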
# TSHR antagonist: antagonists of human thyroid stimulating hormone receptor; TSHR-expressing cells, TSH-stimulated cAMP HTRF, 2 h; stronger effect = lower value; activity change, negative = inhibition, % at 11.5 µM; 0.2% of 330,000 active;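 active means activity change below a set negative limit, meaning inhibition stronger than a set level, cut at about -70% in these data; inconclusive means activity change between two set negative limits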; further: on the % scale 0 is the no-effect control and ±100 the full control effect
#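 Inhibition of cAMP made by TSHR-expressing cells under TSH stimulation (4nM final, EC80; 2 h, 37 deg C) is quantified with a one-step lysis HTRF kit, anti-cAMP cryptate versus cAMP-d2.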
# BCR signal inh: inhibitors of chronic active B-cell receptor signaling | ABC-DLBCL IkBa-CBG/CBR reporter, luminescence ratio, 4 h | Potency, µM (series often up to 46.1 µM), without a hit: at the top dose ratio change, negative = lower green/red ratio, most hits filed as inhibitors | 0.05% of 340,000 active | AID 493014; active means well fitted inhibition curve with a large enough effect in the signal ratio, with a control signal flat, not every such curve was filed as active; inconclusive means small, poorly fitted or top-dose-only effect, or effect the other way, or a change in a side signal; the % refers to the signal ratio;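 further: potency means the concentration at half of the fitted maximal effect; plate controls were basal doxycycline-induced cells for no effect and cells given 10 µM MG132 for full effect; MG132 reads +100%, hits lower the ratio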
#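 Compounds up to 46 uM were incubated four hours with TMD8 cells whose green CBG68 luciferase is fused to IkappaBalpha; red CBR luminescence normalised the signal, and concentration-effect curves were fitted to fusion, red and ratio data.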
# ASM inhibitor: inhibitors of human secretory acid sphingomyelinase | placental ASM, HMU-PC fluorogenic substrate, 60 min | Potency, µM (titrated, usually from 57.5 µM), inactives show at the top dose activity change, negative = inhibition, hits mostly inhibitors | 0.006% of 340,000 active; further: potency means the concentration at half of the fitted maximal effect
# Target sequence (P17405 47-631 limits assumed): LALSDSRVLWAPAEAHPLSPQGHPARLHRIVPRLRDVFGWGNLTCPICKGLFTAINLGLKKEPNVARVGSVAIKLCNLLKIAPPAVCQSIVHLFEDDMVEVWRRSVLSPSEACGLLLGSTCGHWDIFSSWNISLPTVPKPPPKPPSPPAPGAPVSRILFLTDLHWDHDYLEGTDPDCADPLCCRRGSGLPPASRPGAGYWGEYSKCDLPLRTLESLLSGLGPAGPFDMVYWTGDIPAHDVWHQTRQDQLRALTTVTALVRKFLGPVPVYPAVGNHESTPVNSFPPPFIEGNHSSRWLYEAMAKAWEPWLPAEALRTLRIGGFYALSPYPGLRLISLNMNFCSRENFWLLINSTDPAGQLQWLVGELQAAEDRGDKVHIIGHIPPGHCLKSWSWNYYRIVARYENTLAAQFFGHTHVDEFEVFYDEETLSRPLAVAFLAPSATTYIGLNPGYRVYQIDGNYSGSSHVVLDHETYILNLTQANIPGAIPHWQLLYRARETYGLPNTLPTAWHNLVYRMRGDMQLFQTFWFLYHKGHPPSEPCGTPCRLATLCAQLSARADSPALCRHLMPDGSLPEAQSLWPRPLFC
#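 Steps: dispense placental human ASM, pin compound, wait 10 min at room temperature, add HMU-PC0 substrate at 9 uM final, incubate 60 min at 37 °C, add stop solution raising pH to 10, read fluorescence.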
# Active calls of the source: *; ? = inconclusive; . = not tested or not shown; & = joins results of further samples; [ ] = dose if it differs, or a comment. Unless noted, the call rests on the fitted dose curve; in most records, active means well fitted curve in the direction sought with a large enough effect; inconclusive means small, poorly fitted or top-dose-only effect, or another doubt; inactive means no such curve, though single readings can be large; an effect the other way counts as inactive or inconclusive. Rows were taken by chance. About 3.2% of those tested had a hit in this group.
SMILES,PTAP TSG101 blk,Mito fusion yeast,ELG1 repair inh,Tb PFK block,Eya2 phos inh,a7 integrin act,A-T KAP1 phos,TCR act,TSHR antagonist,BCR signal inh,ASM inhibitor
OCCCc1nc2n(n1)C(c1ccccc1)C=C(c1ccc(F)cc1)N2 (stereo not given),-10%,-4%,?,-4%,-9%,21%,14%,3%[46.1 µM],-28,?,110%[activator]
CC1CCN(CC(C)OC(=O)c2ccco2)CC1 (stereo not given),1%,-5%,-6%,-1%,-8%,1%,-1%,1%,4,3%,3%
COC(=O)c1ccccc1NC(=O)/C=C/c1cc(OC)c(OC)c(OC)c1,0%,1%,?,1%,-13%,9%,-5%,-4%,0,16µM*,30%
O=C(COC(=O)c1cc(S(=O)(=O)NCc2ccccc2)ccc1O)NCc1ccccc1,-6%,4%,1%,0%,4%,-12%,2%,8%,4,4%,6%
O=C(NCCOc1ccccc1)C1CCC(=O)N(C2CCCCCC2)C1 (stereo not given),-1%,4%,-2%,2%,7%,-19%,15%,-5%,4,-1%,0%
CC1(C)C2CC=C(/C=N/NC(=O)c3ccc(Cl)cc3)C1C2 (stereo not given),-2%,-12%,-27%,0%,-10%,-13%,0%,-10%[46.1 µM],-11,-12%,0%
COC(C)(C)[C@]12CC(O)(C(C)C)ON1[C@H]1CCCCC1N2O (stereo not given in full),-3%,-3%,5%,1%,-10%,10%,-7%,-1%,6,5%,0%
CCc1nnc2c(N(C)S(=O)(=O)c3ccc(C)cc3)nc3ccccc3n12,-7%,0%,1%,0%,4%,-9%,2%,7%,3,-2%,-3%
Clc1cccc(-c2nnc(SCc3nc4ccccc4[nH]3)n2Cc2ccco2)c1,-3%,4%,0%,-5%,-10%,-34%,11%,0%,-12,?,2%
CCC(C)(NC(=O)c1ccccn1)C(=O)NC1CCCC1 (stereo not given),-6%,16%,0%,-8%,15%,20%,2%,-2%,-3,8%,3%
O=C1OCC(CO)(CO)N=C1NNc1ccccc1[N+](=O)[O-],0%,-6%,7.3µM*,-3%,1%,-24%,-4%,-1%,-6,?,3%
COc1ccccc1CNS(=O)(=O)c1cc2c3c(c1)C(C)C(=O)N3CCC2 (stereo not given),-2%,-3%,-7%,3%,2%,11%,2%,2%,3,-2%,-1%
Cc1nnc(SCC(=O)NCc2ccccc2)s1,-2%,6%,7%,23%,-19%,-11%,-4%,1%,3,-1%,3%
COc1ccc(N2C(=O)C3C(C2=O)C3(c2ccccc2)c2ccccc2)cc1 (stereo not given),-1%,2%,-28%,0%,-18%,1%,9%,-2%,8,21%,-2%
COc1ccc(C(=O)n2nc(C)cc2Nc2ccccc2)cc1,-5%,7%,?,-1%,15%,-10%,10%,-9%,0,8%,5%
COc1ccccc1NC(=O)C1=C(C)Nc2nnnn2C1c1ccncc1 (stereo not given),-7%,-7%,-12%,1%,-16%,-56%[inhibitor],-1%,5%,4,-21%,0%
CCOC(=O)N1CCN(C(=O)c2ccc(Cn3c(=S)[nH]c4cc(OCC)c(OCC)cc4c3=O)cc2)CC1,-2%,-5%,?,-1%,0%,-20%,2%,2%,-8,-4%,-7%
COc1cccc(C2CC(c3cccs3)=NN2C(=O)CSc2nc3ccccc3s2)c1OC (stereo not given),-1%,2%,-17%,-3%,3%,-29%,-2%,0%[46.1 µM],5,5%,-1%
CC(C)n1c(SCC(=O)Nc2nncs2)nnc1-c1ccco1,-4%,-2%,24%,?,-4%,-6%,16%,.,2,5%,1%
COc1ccc(-n2cccc2/C=C2\C(=N)N3N=C(C(C)C)SC3=NC2=O)cc1,1%,-5%,?,-4%,-11%,9%,-6%,2%,-7,?,-17%
COc1ccc(Oc2cnc3ccccc3n2)cc1,0%,-2%,28%,-4%,2%,31%,-10%,-5%,17,12%,-2%
COc1ccc(NC(=O)c2ccc(CNc3c(NC4CCCCC4)c(=O)c3=O)cc2)c(OC)c1,0%&1%,1%,-2%,4%,-5%,-15%&19%,1%,2%&0%,-7,-24%,-1%&-1%
COc1ccc(C(=O)NC2CCc3ccccc32)cc1OC1CCN(C(C)=O)CC1 (stereo not given),-3%,-2%,-21%,-3%,9%,3%,15%,4%,4,0%,1%
CC1(C)Cc2c(cnn2-c2cccc(F)c2)C(NC(=O)C2CCOCC2)C1 (stereo not given),0%,-2%,-3%,12%,6%,22%,-8%,1%,17,11%,3%
O=C(CSc1nc2ccccc2[nH]1)NCCN1CCCCC1,-6%,0%,26%,0%,3%,16%,-1%,-1%,-6,2%,2%
COc1ccc(/C(O)=C2/C(=O)C(=O)N(c3ccccn3)C2c2ccc(F)cc2)cc1 (stereo not given),-4%,11%,-11%,0%,-29%,-7%,-11%,-1%,-6,2%,-1%
COc1ccc(NC(=O)c2ccc3nc[nH]c3c2)cc1,-4%,6%,?,13%,-13%,?,5%,-2%,-26,0%,0%
COc1ccc(S(=O)(=O)N2CCC(C(=O)NC(c3nc4ccccc4[nH]3)C(C)C)CC2)cc1 (stereo not given),2%,0%,-2%,-4%,29%,?,0%,-7%,4,3%,4%
COc1ccc(CC(=O)OCc2nnc(-c3ccccc3)o2)cc1,-1%,15%,-5%,-3%,5%,?,-1%,1%,-8,7%,-2%
COc1ccc(CNC(=O)C/C(C)=N/NC(=O)Cc2ccc(OC)c(OC)c2)cc1,-3%,-2%,8%,4%,-2%,-12%,2%,11%,9,-3%,3%
Cc1cccc(S(=O)(=O)c2c(N)n(/N=C/c3cccnc3)c3nc4ccccc4nc23)c1,-6%,10%,?,-5%,2%,-3%,-2%,.,5,?,14%
O=C(COc1ccccc1[N+](=O)[O-])N/N=C/c1ccc[nH]1,-3%,-1%,6%,-4%,-3%,29%,-7%,-1%,-7,?,4%
O=C(Nc1ccccc1C(=O)Nc1ccc2c(c1)OCO2)c1ccco1,-6%,10%,?,0%,-8%,-5%,-3%,7%,0,?,-4%
CC(C)NC(=O)COC(=O)c1ccccc1C(=O)c1ccccc1,-3%,-3%,-18%,6%,15%,?,-2%,2%,20,7%,5%
Cc1cccc(N2CCN(C(=O)c3cc4cc(F)ccc4[nH]3)CC2)c1C,-1%,2%,?,1%,-4%,-7%,3%,2%,-7,4%,-11%
COc1cc(CNc2ccc(O)cc2)cc(Br)c1OCc1ccccc1,-3%,-7%,?,-11%,-13%,-26%,18%,6%,-2,?,?
O=C(NCCC1CCCCN1S(=O)(=O)c1ccc(F)cc1)C(=O)NCC1CCCO1 (stereo not given),-2%,0%,-9%,-3%,7%,-3%,8%,-2%,2,5%,1%
O=C(c1cccc(S(=O)(=O)NCc2ccccc2)c1)N1CCCC1,-2%,5%,-1%,6%,2%,-10%,0%,-3%,3,?,-1%
CCOC(=O)N1CCC(NC(=O)C(NS(=O)(=O)c2cccc3nsnc23)c2ccccc2)CC1 (stereo not given),-2%,1%,7%,0%,1%,-19%,1%,-6%,-2,0%,-2%
CC(=O)NC(Cc1cccc(F)c1)C(=O)NC1CCN(C(=O)c2ccc(C)cc2)CC1 (stereo not given),-1%,-11%,-5%,3%,-2%,-25%,9%[11.5 µM],3%,-9,3%,-1%
O=C(CCNS(=O)(=O)c1ccccc1C(F)(F)F)NCc1ccc2c(c1)OCO2,-5%,-2%,-1%,-1%,-5%,-6%,-1%,-1%,-5,?,-1%

# Only Tb PFK block, TSHR antagonist and Eya2 phos inh, for some of the entries so far:
canonical_smiles | Tb PFK block | TSHR antagonist | Eya2 phos inh
O=C(CSc1nc2ccccc2[nH]1)NCCN1CCCCC1 | 0% | -6 | 3%
COc1ccc(/C(O)=C2/C(=O)C(=O)N(c3ccccn3)C2c2ccc(F)cc2)cc1 (stereo not given) | 0% | -6 | -29%
